CR mimetic SO – yeast age-related superoxide inhibition as caloric restriction mimetic. S. cerevisiae aged cells, superoxide DHE fluorescence; active compounds read low. superoxide response (% of plate mean), % at 10 µM. 330,000 compounds, 0.18% hits. AID 2690;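 active = superoxide response under a set limit, about three screen SD below normal, cut at about 65% in these data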;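 also: yeast aged for seven days with compound at 30 °C before DHE staining; 100% = average MFI of all compound-treated wells on the plate with controls excluded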
MEX-5 binding – C. elegans MEX-5 TCR-2 RNA binding activity. activity score (negative = inhibition of binding), % at 10 µM. Q9XUB2. 300,000 compounds, 0.38% hits. MEX-5/FITC-TCR2 RNA binding, fluorescence polarization; active compounds read low. AID 1832;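 active = inhibition past about -25% in most replicates, and total fluorescence under double the plate's negative control median, limit read from the data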;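 also: 0% = DMSO and -100% = 5 µM competing unlabeled TCR2 RNA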
MCL1-BIM inh – inhibitors of human MCL1 binding to BIM-BH3 peptide; Q07820; GST-MCL1 / FITC-Bim-BH3 fluorescence polarization; inhibition, % at 10.9 µM; 320,000 compounds, 0.68% hits; AID 2057;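 active = inhibition above the mean inhibition of all tested compounds plus 3 SD, set per campaign, cut at about 40% in these data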;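 also: 0% = DMSO wells and 100% = unlabeled Bim-BH3 peptide control; higher means more loss of mP so more displacement of Bim peptide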
Fam108B counter – Fam108B inhibition, counter-screen for RBBP9 inhibitors. recombinant Fam108B, FP-Rh probe fluorescence polarization. inhibition, % at 9.51 µM. 300,000 compounds, 0.33% hits. AID 1947;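 active = inhibition above the screen mean inhibition plus 3 SD, computed separately per campaign, cut at about 18% in these data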;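 also: inhibitors lower polarization as less probe binds the enzyme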
ZTA DNA inh – ZTA (EBV) inhibition in EBNA-1 counter-screen; P03206; ZTA-DNA binding, fluorescence polarization; inhibition, % at 11 µM; 320,000 compounds, 0.15% hits; AID 2234; in the data active = inhibition above about 33%
Target sequence (P03206 whole entry, looked up): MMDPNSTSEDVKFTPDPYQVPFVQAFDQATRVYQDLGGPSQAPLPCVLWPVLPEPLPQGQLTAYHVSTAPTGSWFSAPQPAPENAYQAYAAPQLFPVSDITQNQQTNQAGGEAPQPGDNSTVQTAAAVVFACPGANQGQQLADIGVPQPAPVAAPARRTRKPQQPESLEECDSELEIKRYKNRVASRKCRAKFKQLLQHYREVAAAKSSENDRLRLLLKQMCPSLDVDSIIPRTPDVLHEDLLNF
EBNA-1 inhibitor – blocks EBNA-1 binding to DNA. EBNA-1 DNA binding, fluorescence polarization. inhibition, % at 14.8 µM. 300,000 compounds, 0.34% hits. AID 1950; in the data active = inhibition above about 28%
GLD-1 TGE inh – GLD-1-TGE RNA interaction inhibition (C. elegans) | Q17339 | purified GLD-1 + fluorescein TGE RNA, fluorescence polarization | inhibition, % at 5.96 µM | 320,000 compounds, 0.44% hits;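 active = percent inhibition above a per-plate cutoff, the plate mean of test compounds plus 3 SD, cut at about 30% in these data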;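 also: 0% = DMSO wells with GLD-1 and probe and 100% = wells lacking GLD-1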
Target sequence (Q17339 whole entry, looked up): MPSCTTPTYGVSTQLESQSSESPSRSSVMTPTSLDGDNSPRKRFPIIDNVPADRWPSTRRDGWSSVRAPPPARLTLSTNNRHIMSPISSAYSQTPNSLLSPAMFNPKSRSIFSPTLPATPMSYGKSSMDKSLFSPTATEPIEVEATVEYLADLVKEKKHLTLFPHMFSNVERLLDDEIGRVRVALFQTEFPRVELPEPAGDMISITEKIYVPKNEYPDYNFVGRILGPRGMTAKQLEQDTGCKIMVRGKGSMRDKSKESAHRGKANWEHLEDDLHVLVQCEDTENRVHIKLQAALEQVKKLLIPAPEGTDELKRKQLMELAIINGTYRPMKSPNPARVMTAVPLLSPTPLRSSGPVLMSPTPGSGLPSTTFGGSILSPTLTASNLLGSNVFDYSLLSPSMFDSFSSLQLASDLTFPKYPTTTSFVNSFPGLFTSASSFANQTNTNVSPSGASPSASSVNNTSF
Efflux pump inh – blocks antifungal efflux pumps in multiplex yeast assay. S. cerevisiae Candida pump triplex, Nile Red efflux. 330,000 compounds, 0.44% hits. inhibition, % at 10 µM;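 active = plate passing quality check with inhibition over a set limit, or well fluorescence over plate mean plus 4 SD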;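 also: Nile Red retained in pooled yeast measured as flow cytometry median fluorescence; 0% = buffer negative control and 100% = Enniatin B positive control; higher means more Nile Red kept so more efflux inhibition; some compounds called inactive have numbers as strong as hits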
Bcl-xL primary – Bcl-xL (human) inhibition; GST-Bcl-xL / FITC-Bim BH3 peptide fluorescence polarization; inhibition, % at 10.9 µM; 320,000 compounds, 0.7% hits;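 active = inhibition above the mean of all tested compounds plus 3 SD, cutoff set per campaign, cut at about 30% in these data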;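 also: 0% = DMSO wells and 100% = unlabeled Bim-BH3 peptide competitor; inhibitors lower millipolarization by displacing the labeled peptide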
Target sequence (Q07817 whole entry, looked up): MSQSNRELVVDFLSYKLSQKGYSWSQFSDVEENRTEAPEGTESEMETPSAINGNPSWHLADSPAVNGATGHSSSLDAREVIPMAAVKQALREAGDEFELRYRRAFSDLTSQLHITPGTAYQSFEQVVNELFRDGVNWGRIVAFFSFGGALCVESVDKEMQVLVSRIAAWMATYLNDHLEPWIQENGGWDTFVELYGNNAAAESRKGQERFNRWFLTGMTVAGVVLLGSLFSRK
* marks the source's active call; other numbers are inactive results; · = not tested or not shown.

smiles | CR mimetic SO | MEX-5 binding | MCL1-BIM inh | Fam108B counter | ZTA DNA inh | EBNA-1 inhibitor | GLD-1 TGE inh | Efflux pump inh | Bcl-xL primary
CCn1c(SCC(=O)NNC(=O)c2ccc(OC)cc2)nnc1C(C)C | 126 | -4.0 | 6 | -6 | 15 | 3 | 9 | 0.0 | 5
COc1nc(N(C)S(=O)(=O)c2ccc(C)cc2)nc(C)c1Br | 95 | 1.3 | 3 | -5 | 2 | 2 | 6 | 0.1 | 2
O=C(O)c1ccc(-c2nc(-c3ccccc3)cs2)cc1 | 80 | 1.6 | 5 | -1 | -18 | 7 | 4 | -0.2 | 2
Nn1c(-c2ccccc2)nc2cc(Cl)ccc2c1=O | 101 | 2.9 | 5 | -4 | 0 | 5 | -6 | 0.2 | 4
O=C(c1ccc(Cl)c(Cl)c1)N1CCCC1 | 94 | 0.6 | 5 | 3 | -11 | -6 | 7 | -0.1 | 7
COc1ccc(C(=O)NCC(=O)NCC(=O)OCC(=O)c2cccs2)cc1 | 116 | 0.1 | 2 | -1 | 6 | -8 | -5 | -0.2 | 3
Cc1nc2ccccc2nc1OCc1cccc(Cl)c1 | 100 | 0.7 | -2 | 4 | 6 | -13 | 7 | 0.0 | 1
CC(=O)Nc1ccc(N(C(=O)c2ccco2)C(C(=O)NC2CCCC2)c2cccs2)cc1 (stereo not given) | 95 | -1.7 | 0 | -3 | -23 | 2 | 6 | -0.1 | 1
CN(C)c1ccc(-c2cc(O)c3ncccc3c2)cc1 | 84 | · | 11 | · | -3 | · | 3 | -0.4 | 0
COCCCNC(=O)CN1C(=O)CSc2ncccc21 | 91 | -1.1 | 3 | -1 | 18 | 2 | 0 | 0.1 | 3
O=C(c1ccccc1)c1ccc(OC(=O)C2CCCCC2)cc1 | 97 | -1.8 | -1 | 1 | 5 | 13 | -6 | 0.0 | 3
CCc1cccc(NC(=O)CNC(=O)N2CC(=O)Nc3ccccc32)c1 | 124 | -4.9 | -4 | 3 | 1 | 13 | 6 | -0.1 | 6
O=C(/C=C/c1ccco1)NCC(=O)N/N=C/c1ccc([N+](=O)[O-])cc1 | 107 | 0.0 | 14 | 2 | 5 | 1 | -1 | 0.0 | 7
CCOC(=O)[C@H]1[C@H]2COc3ccc(C)cc3[C@@H]2N2C(=O)CN(Cc3ccco3)C(=O)[C@@]12C | 87 | · | -2 | · | 4 | · | 1 | -0.3 | -3
Cc1ccc(/C=C2\SC(=S)N(CCC(=O)N3CCCCC3)C2=O)cc1 | 84 | -1.2 | 8 | -2 | -17 | -3 | 10 | 0.1 | 2
Nc1ccc(Br)c[n+]1Cc1cccc2cccnc12 | 90 | 1.1 | 7 | 0 | -3 | 5 | -5 | 0.1 | 7
Cc1ccc(/C=C(\NC(=O)c2ccccc2)C(=O)NC2CCN(Cc3ccccc3)CC2)o1 | 100 | 0.6 | 6 | -3 | -5 | 2 | -5 | 0.0 | -3
Cc1cc(C)nc(Nc2cccc(C(F)(F)F)c2)n1 | 102 | 0.2 | 3 | -3 | 8 | 1 | -7 | 0.1 | 6
Cc1cc(=O)n2[nH]c(NCc3c(F)cccc3Cl)nc2n1 | 112 | 1.9 | -2 | 1 | -2 | -21 | 1 | 0.5 | 1
Cc1cc(C)c2c(=O)[nH]n(C3CCOC(C)(C)C3)c2n1 (stereo not given) | 96 | -0.7 | 5 | 3 | 13 | 9 | 3 | -0.4 | 6
CCc1nnc(NC(=O)c2cccc(S(=O)(=O)N3CCc4ccccc43)c2)s1 | 107 | 1.5 | 8 | -8 | 3 | 13 | -3 | -0.1 | 6
COc1ccc(-c2ccnc3nc(N4CCOCC4)nn23)cc1 | 126 | 2.3 | 1 | 2 | -6 | -5 | 5 | 0.1 | 6
O=C(CCN1CCN(c2ccc([N+](=O)[O-])cc2)CC1)c1ccc(Cl)cc1 | 121 | -1.2 | 5 | 0 | -2 | -13 | -3 | 1.3 | 1
Cc1nn(-c2ccccc2)c(C)c1C(=O)OCC(=O)NCc1ccco1 | 98 | -2.0 | -1 | -2 | -7 | 4 | -4 | -0.1 | 2
C/C=C(\C)C(=O)Nc1cccc(C2=NOC3(C2)C[C@H](C(N)=O)N(C(=O)CC#N)C3)c1 (stereo not given in full) | 96 | -1.6 | 2 | -2 | -2 | 9 | -1 | -0.1 | 5
COc1ccc(S(=O)(=O)N2CCOC2CNC(=O)C(=O)NCCCN2CCOCC2)cc1C (stereo not given) | 91 | 2.2 | -7 | 1 | 1 | 4 | 1 | -0.5 | 2
CCCCN(C(=O)c1cc2c(s1)CCC2)c1c(N)n(CC(C)C)c(=O)[nH]c1=O | 87 | · | 11 | · | -2 | · | 5 | 0.1 | 3
O=C(CSCc1ccccc1)NNC(=S)Nc1cccc(Cl)c1Cl | 115 | 0.6 | 12 | 0 | 1 | -6 | 9 | 0.3 | 9
CCOC(=O)c1c(C)c(C(=O)N2CCCCCC2)c(C)n1C | 96 | 1.3 | -2 | -5 | 7 | 5 | -5 | -0.1 | 2
CCOC(=O)c1n[nH]c2ccccc12 | 111 | -2.8 | -3 | 0 | 9 | -2 | 0 | 0.0 | 1

Three compounds from above with just MCL1-BIM inh:
SMILES,MCL1-BIM inh
Nc1ccc(Br)c[n+]1Cc1cccc2cccnc12,7
Cc1ccc(/C=C(\NC(=O)c2ccccc2)C(=O)NC2CCN(Cc3ccccc3)CC2)o1,6
Cc1cc(C)nc(Nc2cccc(C(F)(F)F)c2)n1,3

Single records, from the list above. Order of screens: CR mimetic SO | MEX-5 binding | MCL1-BIM inh | Fam108B counter | ZTA DNA inh | EBNA-1 inhibitor | GLD-1 TGE inh | Efflux pump inh | Bcl-xL primary
`O=C(CSCc1ccccc1)NNC(=S)Nc1cccc(Cl)c1Cl` as listed: 115 | 0.6 | 12 | 0 | 1 | -6 | 9 | 0.3 | 9
`Cc1nn(-c2ccccc2)c(C)c1C(=O)OCC(=O)NCc1ccco1` as listed: 98 | -2.0 | -1 | -2 | -7 | 4 | -4 | -0.1 | 2

Back to the main list, starting 2 compounds before the break.
smiles | CR mimetic SO | MEX-5 binding | MCL1-BIM inh | Fam108B counter | ZTA DNA inh | EBNA-1 inhibitor | GLD-1 TGE inh | Efflux pump inh | Bcl-xL primary
CCOC(=O)c1c(C)c(C(=O)N2CCCCCC2)c(C)n1C | 96 | 1.3 | -2 | -5 | 7 | 5 | -5 | -0.1 | 2
CCOC(=O)c1n[nH]c2ccccc12 | 111 | -2.8 | -3 | 0 | 9 | -2 | 0 | 0.0 | 1
COC(=O)c1c(C)[nH]c(C(=O)C(C)OC(=O)C2CC2C)c1C (stereo not given) | 94 | · | 3 | · | 3 | · | 6 | 0.1 | 2
Cc1occc1C(=O)N1CCN(c2ccc(Cl)cc2)CC1 | 102 | -0.8 | -24 | -7 | -3 | -6 | -1 | 0.5 | -9
O=C(NCC(c1cccs1)N1CCOCC1)c1cn(-c2ccccc2)nc1-c1ccccc1 (stereo not given) | 89 | · | 0 | · | -24 | · | -6 | -0.1 | 2
COc1ccc(/C=N/n2c(C)cc(C)cc2=O)cc1 | 90 | 0.3 | 9 | -2 | 2 | 4 | -3 | -0.1 | 4
COc1cc2c(cc1OC)CN(Cc1cc(=O)n3cc(C)ccc3n1)CC2 | 99 | · | 5 | -5 | -2 | 7 | 0 | -0.3 | 8
CN(CCCNC(=O)C1CCC(=O)N1Cc1ccc(F)cc1)c1ccccc1 (stereo not given) | 84 | 2.7 | -3 | -2 | 26 | 6 | 4 | -0.1 | 1
CC(C)c1ccc(OCC(=O)N2CCN(c3ccccn3)CC2)c(Br)c1 | 92 | -0.8 | 0 | 3 | -10 | 4 | 9 | -0.3 | 1
COc1cccc(CC2(CO)CCCN(Cc3ccc(OC)c(C)c3OC)C2)c1 (stereo not given) | 115 | 1.7 | -19 | -1 | -5 | -3 | -6 | 0.3 | 5
CCc1c(C)sc(NC(=O)c2cc(C3CC3)on2)c1C#N | 104 | -0.6 | 4 | 1 | -1 | 5 | 6 | 0.0 | 5
CCOc1c2ccc(C(=O)NCc3ccco3)cc2nn1CC | 106 | -4.6 | 8 | -3 | -9 | 4 | -18 | -0.1 | 7
CC(C)n1cc(/C=C2\NC(=O)N(c3cccc(Cl)c3)C2=O)c2ccccc21 | 109 | -3.8 | -16 | -10 | -10 | 7 | -10 | 0.1 | -4
Cc1ccc(N(C(=O)c2ccccn2)C2(C(=O)NC3CCCC3)CCCCC2)cc1 | 96 | 3.5 | -1 | 0 | 2 | -20 | 5 | 0.1 | -1
O=C(Nc1cc(C(=O)N2CCOCC2)ccc1N1CCCC1)c1cccs1 | 103 | 0.3 | 4 | 0 | 5 | -7 | 0 | 0.0 | 3
CN(C(=O)Nc1ccc(C(C)(C)C)cc1)C1CCCCC1 | 111 | 1.0 | -4 | 2 | -3 | -3 | 5 | 0.1 | 1
O=C(NCCN1CCOCC1)C1CCC(=O)N1Cc1ccc(F)cc1 (stereo not given) | 92 | 1.6 | -1 | 10 | -10 | 3 | 4 | -0.1 | 2
CC(=O)Nc1ccc(C(=O)COC(=O)CCN2C(=O)C3CC=CCC3C2=O)cc1 (stereo not given) | 107 | 2.0 | -14 | -2 | -2 | 6 | -1 | -0.1 | -1
Cc1cc(N2CCCCC2)n2ncc(-c3ccc(Cl)cc3)c2n1 | 88 | 1.5 | 3 | 3 | -8 | 0 | -2 | 0.0 | 1
O=C(CNC(=O)c1cccc(F)c1)OCC(=O)N1CCCCC1 | 108 | 0.2 | -5 | 5 | -18 | -11 | -3 | -0.2 | 1
CN(C)C=Nc1nc2ccccc2nc1N1CCCC1 | 104 | 2.9 | 41* | 7 | -23 | -10 | 17 | 0.0 | 43*
CC(C)C(NC(=O)OC(C)(C)C)C(=O)N1CCCC1C(=O)NC(Cc1ccccc1)C(N)=O (stereo not given) | 125 | 3.4 | 4 | 3 | 13 | 4 | 2 | -0.1 | -1
CCC(Sc1nc2cc3c(cc2c(=O)n1Cc1ccco1)OCO3)C(=O)Nc1cccc(OC)c1 (stereo not given) | 97 | 0.8 | 2 | -3 | -7 | -13 | -2 | 0.0 | 3
Cn1nc(-c2ccccc2)cc1NC(=O)c1ccccc1 | 129 | -2.0 | 3 | 9 | 12 | -9 | -10 | 0.1 | 2
O=C(Nc1ccc(F)c(Cl)c1)N1CCCCCC1 | 107 | 0.3 | 12 | 5 | -14 | -3 | -3 | -0.1 | 7
Cc1ccc(N2C(=O)C(O)(C(F)(F)F)C3=C2CC(C)(C)CC3=O)cc1 (stereo not given) | 100 | -3.7 | -2 | 9 | 10 | 1 | -2 | 0.2 | 5
CC(=O)Nc1ccc(C(=O)Nc2ccncc2)cc1 | 95 | -1.3 | 3 | 1 | -1 | 5 | 0 | 0.2 | 0
CCn1nc(C)c(NS(=O)(=O)c2ccc(C)cc2)c1C | 87 | -0.9 | 3 | -4 | 5 | -6 | 3 | 0.0 | 8
COc1cccc(Nc2c(F)c(F)c(F)c(F)c2C(=O)O)c1 | 106 | -1.0 | 19 | -2 | -12 | -15 | 10 | -0.3 | 16

Assay outcomes deposited in PubChem by several laboratories.
